From PubChem BioAssay
esBAF inh: Bmi1 luciferase reporter increase in mESCs, primary screen, esBAF inhibitor project, mouse ES cells, Bmi1 luciferase knock-in, single point; 2% of 350,000 active; reporter increase, % at 12.5 µM; AID 602393, 2012; 24 h; 100% = twice the neutral-well signal; in the data active means activation above about 40%;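 further: 0% = median of the plate's neutral control wells and 100% = double that signal; a rise in the Bmi1 reporter signal indicates esBAF inhibition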
XiGFP reactiv: activators of inactive X chromosome reactivation, primary screen, imaging, XiGFP fibroblasts, GFP high-content imaging, set 2; 0.055% of 360,000 active; AID 743238, 2013; XiGFP mouse fibroblasts, % GFP-positive cells imaging, 3 d; cells co-treated with 5-aza-dC sensitizer; scaled so ellipticine positive control = 100%; activation, % at 7.58 µM;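 active means mean normalized replicate activation at least 10% and every replicate at or above 10%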;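 further: 0% = median of on-plate neutral control wells and 100% = ellipticine 6 µM median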
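System: SV40-immortalized XiGFP fibroblast cells, line 68-5-11 / Incubation: 3-day compound exposure, then 15 min fixation at room temperature / Compound: single concentration per compound, delivered by pin transfer / Buffer or medium: DMEM plus 5-aza-dC sensitizer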
ARNT TACC3 PPI: disruptors of ARNT/TACC3 protein interaction, primary screen, biochemical, AlphaScreen, single concentration; AlphaScreen His-ARNT PAS-B/GST-TACC3 binding, luminescence; TACC3 fragment carries E629A point mutation; inhibition, % at 9.99 µM; 0.66% of 390,000 active;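 active means mean inhibition of replicates at least 50% and at least half of replicates each reaching 50%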;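 further: 0% = complete ARNT plus TACC3 wells and 100% = ARNT alone without TACC3; many hits fall short of the cut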
ERAP1 inh: human ERAP1 aminopeptidase inhibitors, primary screen, biochemical, single point, plate reader. recombinant ERAP1, Leu-AMC fluorescence, 60 min. inhibition, % at 10.7 µM. 0.15% of 340,000 active;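 active means mean replicate inhibition of at least 30%, or all replicates individually reaching that 30% level; inactive means mean below 30% and not every replicate reaching it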;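 further: 0% = neutral control wells and 100% = L-leucinethiol positive control wells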
RAD54 inh: inhibitors of human RAD54 branch migration, primary screen, biochemical, fluorescence, single point | RAD54 Holliday junction branch migration, FAM/BHQ fluorescence | inhibition, % at 10.4 µM | 0.14% of 360,000 active | AID 602329, 2012;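 active means mean normalized replicate activity at least 40 and at least half of replicates scoring 40 or more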;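 further: 0% = median of neutral control wells and 100% = median of positive control wells; inhibitors cause a drop in the FAM fluorescence signal; in these data hits start at about 50%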
RAD52 anneal inh: RAD52 DNA annealing inhibitors, primary screen, biochemical, FRET, single point, set 2; inhibition, % at 18.7 µM; 0.46% of 360,000 active; DNA repair protein RAD52 homolog (Homo sapiens), P43351; AID 651710, 2012; recombinant RAD52 DNA annealing, FRET fluorescence;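 active means every replicate showing at least 50% inhibition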
Target sequence (P43351 whole entry, looked up): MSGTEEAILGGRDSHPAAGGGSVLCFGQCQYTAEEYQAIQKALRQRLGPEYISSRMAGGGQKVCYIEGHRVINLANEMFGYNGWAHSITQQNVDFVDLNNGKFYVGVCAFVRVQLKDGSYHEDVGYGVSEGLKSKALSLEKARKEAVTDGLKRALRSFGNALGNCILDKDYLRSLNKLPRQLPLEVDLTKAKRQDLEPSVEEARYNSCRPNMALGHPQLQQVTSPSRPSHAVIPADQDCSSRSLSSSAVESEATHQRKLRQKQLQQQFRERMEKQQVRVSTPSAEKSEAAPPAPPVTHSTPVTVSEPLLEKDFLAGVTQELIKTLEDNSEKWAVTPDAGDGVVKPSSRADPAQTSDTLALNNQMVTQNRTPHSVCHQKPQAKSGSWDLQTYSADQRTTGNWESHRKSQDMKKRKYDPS
CFTR F508del cor: F508del CFTR correction, initial screen, CFBE line, single point; CFBE cells, YFP halide quenching; stimulated with forskolin plus potentiator P3; % fluorescence drop versus neutral controls; activity (quench increase), % at 7.58 µM; 0.36% of 350,000 active; AID 720511, 2013;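 active means mean added fluorescence quench of at least 8% versus neutral control, with both replicates also reaching 8%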;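 further: cells transiently co-express mutant CFTR-F508del with the halide-sensitive YFP; corrector assay measuring rescue of mutant channel to the surface after 24 h compound exposure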
INS-1E GSIS act: GLuc luminescence reporter in INS-1E cells, primary screen for activators of glucose-dependent secretion of insulin. INS-1E GLuc reporter insulin secretion, 2-3 h. activation, % at 16.6 µM. 0.61% of 370,000 active. AID 743287, 2014;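 active means lowest replicate activation of at least 40%, so every replicate reaches that level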;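 further: 0% = median of neutral control wells and 100% = median of IBMX positive control wells; some compounds called inactive have numbers as strong as hits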
Active calls of the source: *; x = no result given; & = joins results of further samples.

Value order: esBAF inh | XiGFP reactiv | ARNT TACC3 PPI | ERAP1 inh | RAD54 inh | RAD52 anneal inh | CFTR F508del cor | INS-1E GSIS act
1: Cc1cccc(C)c1OCC(=O)N(Cc1cccs1)C1CCS(=O)(=O)C1 (centres undefined)
→ -3.3 | 0.1 | -5.4 | -4.4 | -6.7 | -13.6 | -0.2 | x
2: Cc1cc(F)cc(-c2cc(C(=O)NCC3CCCCC3)[nH]n2)c1
→ -2.5 | 0.0 | x | -1.6 | -14.5 | -8.7 | 1.0 | 4.6
3: C[C@@H]1CN([C@H](C)CO)C(=O)c2cc(NC(=O)CCCN(C)C)ccc2O[C@@H](C)CCCCO[C@@H]1CN(C)S(=O)(=O)c1ccc(F)cc1
→ -3.6 | 0.0 | -6.1 | 0.9 | -1.3 | 5.6 | 0.0 | -8.9
4: C[C@@H]1CN([C@@H](C)CO)S(=O)(=O)c2ccc(-c3ccccc3F)cc2O[C@H]1CN(C)C
→ -1.5 | 0.1 | -8.4 | -7.1 | 1.5 | -8.1 | -0.7 | 1.3
5: CC(C)c1ccc(Nc2ccc(C(=O)O)cc2[N+](=O)[O-])cc1
→ 2.2 | 0.2 | 0.0 | 1.8 | -5.2 | -5.3 | x | -15.1
6: COc1ccc(S(=O)(=O)N(C)C[C@H]2Oc3c(NC(=O)Nc4ccc5c(c4)OCO5)cccc3C(=O)N([C@@H](C)CO)C[C@H]2C)cc1
→ 9.0 | 0.0 | -4.8 | 0.9 | 7.2 | 1.2 | -0.7 | -31.3
7: COc1cccc(C(=O)N2CCN(c3ccccn3)CC2)c1
→ 2.8 | 0.2 | -2.9 | 2.3 | -0.8 | -25.4 | 3.5 | 6.6
8: O=C(Nc1cc([N+](=O)[O-])ccc1Cl)c1cccnc1
→ -5.8 | -0.1 | -9.6 | -1.9 | -7.8 | -3.8 | 2.2 | 1.2
9: O=C(CC1CC1)N[C@@H]1CC[C@@H](CCNS(=O)(=O)c2ccc(F)cc2)O[C@H]1CO
→ 0.1 | -0.3 | -4.9 | -3.3 | 3.8 | -15.5 | -1.1 | -2.6
10: Cc1cnc(NC(=O)C2CC(=O)N(c3cccc(Cl)c3)C2)s1 (centres undefined)
→ -48.3 | -0.1 | 3.1 | -2.3 | 4.2 | 2.4 | -4.7 | 4.5
11: Cc1ccc(S(=O)(=O)N(C)C[C@@H]2Oc3c(NC(=O)Nc4ccc5c(c4)OCO5)cccc3C(=O)N([C@H](C)CO)C[C@H]2C)cc1
→ 7.8 | -0.7 | -26.8 | -5.9 | 6.2 | 4.5 | 0.9 | -1.4
12: Cc1c(C(=O)N2CCCCC2)c(S(=O)(=O)NCCc2ccc(S(N)(=O)=O)cc2)c(C)n1C
→ -1.2 | 0.0 | -0.9 | 1.2 | -5.5 | -10.2 | 0.4 | x
13: CCC(=O)N1CC(=O)N2[C@H](C1)[C@H](c1ccc(C#CCC(C)C)cc1)[C@@H]2CO
→ x | 0.1 | x | 1.9 | x | 7.4 | 2.9 | 3.2
14: C=CCNc1oc(COc2ccc(C)cc2)nc1C#N
→ 11.9 | 0.2 | -9.2 | 0.4 | -24.6 | -12.8 | 3.0 | -2.8
15: CS(=O)(=O)N(CC(=O)Nc1cccc([N+](=O)[O-])c1)c1ccccc1F
→ x | 0.0 | 0.5 | -1.4 | x | -10.1 | -1.6 | -0.2

The closing five records of the section before lead into the next.
Value order: esBAF inh | XiGFP reactiv | ARNT TACC3 PPI | ERAP1 inh | RAD54 inh | RAD52 anneal inh | CFTR F508del cor | INS-1E GSIS act
11: Cc1ccc(S(=O)(=O)N(C)C[C@@H]2Oc3c(NC(=O)Nc4ccc5c(c4)OCO5)cccc3C(=O)N([C@H](C)CO)C[C@H]2C)cc1
→ 7.8 | -0.7 | -26.8 | -5.9 | 6.2 | 4.5 | 0.9 | -1.4
12: Cc1c(C(=O)N2CCCCC2)c(S(=O)(=O)NCCc2ccc(S(N)(=O)=O)cc2)c(C)n1C
→ -1.2 | 0.0 | -0.9 | 1.2 | -5.5 | -10.2 | 0.4 | x
13: CCC(=O)N1CC(=O)N2[C@H](C1)[C@H](c1ccc(C#CCC(C)C)cc1)[C@@H]2CO
→ x | 0.1 | x | 1.9 | x | 7.4 | 2.9 | 3.2
14: C=CCNc1oc(COc2ccc(C)cc2)nc1C#N
→ 11.9 | 0.2 | -9.2 | 0.4 | -24.6 | -12.8 | 3.0 | -2.8
15: CS(=O)(=O)N(CC(=O)Nc1cccc([N+](=O)[O-])c1)c1ccccc1F
→ x | 0.0 | 0.5 | -1.4 | x | -10.1 | -1.6 | -0.2
16: CCOc1ccc(N=C2NC(=O)C(CC(=O)Nc3ccc(OC)cc3)S2)cc1 (centres undefined)
→ x | 0.2 | -2.3 | 0.2 | 7.4 | -14.4 | -0.4 | 1.6
17: CC(=O)c1ccc(NC(=O)CN2C(=O)CCC2=O)cc1
→ x | 0.1 | -9.0 | x | x | -19.9 | -2.8 | 32.0
18: O=C(Nc1ccc(Cl)cc1)N[C@H]1CC[C@H](CCn2cc(-c3ccccc3F)nn2)O[C@@H]1CO
→ 2.0 | 0.0&0.0 | -5.7 | -0.7&-0.8 | 4.5 | 0.4&-17.7 | -0.3&4.4 | 20.0&-12.5
19: CCC(=O)N(C)C[C@H]1Oc2cc(-c3ccc(C#N)cc3)ccc2S(=O)(=O)N([C@H](C)CO)C[C@@H]1C
→ 4.5 | -1.4 | -8.0 | 0.8 | 5.0 | 0.6 | -2.2 | 11.0
20: O=C(Nc1cccc(F)c1)c1cccnc1
→ -3.1 | 0.0 | -3.1 | -2.8 | 3.9 | -11.0 | -0.9 | 0.4
21: O=C(c1ccc(N2CCCCC2)c([N+](=O)[O-])c1)N1CCN(c2ccccn2)CC1
→ -12.9 | 0.0 | 4.7 | 1.7 | -2.8 | -16.6 | -0.5 | x
22: N#Cc1ccc(-c2ccc3c(c2)[C@H]2[C@H](CCN2C(=O)c2ccccc2F)[C@H](CO)N3)cc1
→ -1.0 | 0.0 | -0.9 | -0.5 | -3.3 | -151.2 | 1.5 | 23.3
23: Cc1ccc2nc(N3CCOCC3)c(C=O)c(=O)n2c1
→ -2.8 | 0.3 | 3.1 | -0.7 | -3.1 | 0.9 | -0.1 | -11.7
24: CC(C)NC(=O)Cn1nnc(-c2ccc(Cl)cc2)n1
→ 3.5 | x | -1.2 | -4.7 | 1.9 | -16.4 | -1.9 | 20.9
25: COCC1CCN(C(=O)c2cc(COc3ccc4ncccc4c3)on2)CC1
→ x | -0.2 | 2.4 | -3.5 | x | -2.8 | 0.1 | -31.3
26: CCCN(C)C[C@@H]1OCCCC[C@@H](C)Oc2ccc(NS(C)(=O)=O)cc2C(=O)N([C@H](C)CO)C[C@H]1C
→ -0.9 | 0.0 | 9.6 | 0.5 | 7.5 | -7.8 | -1.8 | 8.0
27: O=C(CSc1nc(O)c(Cc2ccccc2)c(=O)[nH]1)Nc1nnc(SCc2ccccc2)s1
→ -5.2 | 0.0 | -4.9 | 5.4 | -15.2 | -10.9 | -1.8 | 9.0
28: C[C@H]1CCCCO[C@H](CN(C)C(=O)Nc2cccc3ccccc23)[C@@H](C)CN([C@@H](C)CO)C(=O)c2cc(NC(=O)Nc3ccc4c(c3)OCO4)ccc2O1
→ 8.7 | -0.6 | -0.9 | -2.2 | 3.4 | 0.8 | 0.8 | 14.3
29: O=S(=O)(Nc1ccc(-n2cnnn2)cc1)c1ccc(Cl)s1
→ x | 0.1 | 1.6 | -1.6 | x | -10.8 | 5.1 | -23.0
30: CC(C)CC(=O)NC(=S)Nc1cccc(NC(=O)c2ccccc2Cl)c1
→ -10.1 | x | 6.4 | x | -7.6 | x | x | -18.0
31: COc1cc(/C=C2\N=C(C)OC2=O)cc(OC)c1OC
→ -3.7 | 0.0 | 1.9 | -1.6 | 0.7 | -17.2 | -2.1 | 0.1
